# Compound activity from PubChem.
# NLRP3 yeast inh: NALP3 inflammasome inhibitors in reconstituted yeast, primary screen, luminescence, uHTS; Yeast reconstituted NLRP3/ASC/caspase-1, beta-gal luminescence, 24 h; inhibition, % at 10 µM; 330,000 tested, 0.39% active; AID 2825, 2010;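 active = inhibition of 50% or more; inactive = inhibition below 50%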;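 note: plate controls were induced DMSO wells for no effect and uninduced yeast grown without galactose for full effect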
# MIN6 prolif: inducers of MIN6 beta-cell proliferation, primary screen, ATP luminescence, uHTS. MIN6 cells proliferation, ATPlite luminescence, 48 h; cells starved in 0.2% serum; 100% = growth in 10% serum. proliferation, % at 10 µM. 330,000 tested, 0.29% active. AID 2380, 2010;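 active = compounds whose signal lies at least 3.5 SD above the mean of all wells on their plate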;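 note: 0% = DMSO-treated cells in low-serum medium and 100% = 10% serum control; some compounds called inactive have numbers as strong as hits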
# APJ antagonist: antagonists of human apelin receptor APJ, primary screen, CHO-K1 cells, beta-arrestin complementation, luminescence; inhibition, % at 20 µM; 330,000 tested, 0.32% active;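 active = inhibition above about 40% at 20 µM, limit read from the data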;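 note: cells challenged with 10 nM apelin-13 agonist together with compound; plate controls were apelin-13 plus DMSO wells for no effect and DMSO wells lacking apelin-13 for full effect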
# Target sequence (P35414 whole entry, looked up): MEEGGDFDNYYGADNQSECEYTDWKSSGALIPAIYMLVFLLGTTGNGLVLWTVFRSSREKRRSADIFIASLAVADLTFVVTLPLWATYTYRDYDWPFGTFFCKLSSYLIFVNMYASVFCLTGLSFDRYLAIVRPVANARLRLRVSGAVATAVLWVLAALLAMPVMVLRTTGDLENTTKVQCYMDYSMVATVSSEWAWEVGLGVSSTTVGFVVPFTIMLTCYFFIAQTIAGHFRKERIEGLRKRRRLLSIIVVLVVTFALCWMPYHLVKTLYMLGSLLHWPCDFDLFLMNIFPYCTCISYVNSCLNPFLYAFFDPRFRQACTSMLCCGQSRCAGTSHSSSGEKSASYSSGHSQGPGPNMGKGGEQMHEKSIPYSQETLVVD
# NR3A LBD binder: binders of NR3A ligand-binding domain, primary screen, biophysical, differential scanning fluorimetry, uHTS. Glutamate receptor ionotropic, NMDA 3A (GRIN3A) ligand-binding domain. NR3A LBD differential scanning fluorimetry, Tm shift; 0% = protein alone, 100% = glycine-bound protein. Tm shift relative to glycine control, % at 25 µM. 340,000 tested, 2.5% active. AID 1259313, 2017;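 active = melting temperature shift of at least 10% of the positive control shift, at one fixed dose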
# tim10-1 inh: growth inhibitors of tim10-1 mutant yeast, primary screen, luminescence, uHTS | S. cerevisiae tim10-1 ts strain growth, BacTiter-Glo, 24 h | inhibition, % at 20 µM | 330,000 tested, 2.2% active;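 active = inhibition of at least 40%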;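 note: mutant grown at 25 °C; 0% = DMSO wells with yeast and 100% = wells holding no yeast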
# TIM10 inh: growth inhibitors of isogenic TIM10 control yeast, primary screen, counter-screen for tim10-1 yeast inhibitor project, luminescence, uHTS; S. cerevisiae TIM10 strain growth, BacTiter-Glo luminescence, 24 h; inhibition, % at 10 µM; 330,000 tested, 1.4% active; AID 463195, 2010;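 active = inhibition of 40% or more at the single tested concentration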;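 note: wild-type TIM10 isogenic control strain grown at permissive 25 °C; 0% = DMSO yeast wells and 100% = minimal medium wells without yeast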
# MPTP inh: mitochondrial permeability transition pore inhibitors, primary screen, biochemical, isolated mouse mitochondria, absorbance; Ca2+ swelling absorbance, 30 min; inhibition, % at 10 µM; 360,000 tested, 1.4% active;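 active = inhibition of 50% or more, scaled per plate between neutral and stimulator controls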;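 note: 0% = DMSO wells given calcium and 100% = 1 mM EGTA wells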
# APJ agonist: agonists of human apelin receptor APJ, primary screen, CHO-K1 cells, PathHunter beta-arrestin, luminescence; 0% DMSO wells, 100% apelin; activation, % at 20 µM; 330,000 tested, 0.11% active; AID 2520, 2010;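 active = activation more than six SD over the plate average, tested at 20 µM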;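 note: 0% = DMSO alone and 100% = apelin-13 at 10 nM; some results filed as inactive read as strong as hits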
#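 Test system: CHO-K1 APJ beta-arrestin complementation cell line | Compound: Single test compound dose, 20 µM final, 1% DMSO | Incubation: Compound 90 min 25 °C, reagent 1 h | Measured by: beta-gal luminescence | Read-out basis: APJ–arrestin association signal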
# tim23-1 inh: growth inhibitors of tim23-1 mutant yeast, primary screen, luminescence, uHTS | S. cerevisiae tim23-1 growth, BacTiter-Glo luminescence, 24 h | inhibition, % at 20 µM | 330,000 tested, 1.3% active;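 active = growth inhibition of the mutant yeast at or above 50%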;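 note: temperature-sensitive mutant grown at 25 °C; plate controls were DMSO-treated mutant yeast for no effect and medium wells lacking yeast for full effect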
# The depositor's hits bear a star.
SMILES,NLRP3 yeast inh,MIN6 prolif,APJ antagonist,NR3A LBD binder,tim10-1 inh,TIM10 inh,MPTP inh,APJ agonist,tim23-1 inh
O=C(NNC(=O)c1ccc2ccccc2c1O)c1cccs1,7,-1,-8,-1,-1,19,0.6,-1,21
O=C(NC1CCCC1)c1sc(=S)n2c1[nH]c(=O)c1ccccc12,-20,-6,15,-9,47*,24,87*,-5,23
Cc1ccc(CNS(=O)(=O)c2ccc3c(c2)CCN3C(=O)CCCC(=O)O)cc1,-3,-1,-2,0,3,14,0.3,-2,5
NNC(=O)Cn1cnc2ccccc21,5,-1,0,-3,-22,7,-0.1,-2,10
CCn1ncc(C(=O)Nc2cc(C)on2)c1C,18,-2,0,-3,-2,8,-0.9,1,17
Cc1ccc(Nc2ncnc3ccccc23)cc1,11,-2,3,-1,18,2,0.5,-3,19
CC1(C)CC(=O)c2cc(OCC(=O)NCCCN3CCN(c4ccc(F)cc4)CC3)ccc2O1,6,-3,16,1,16,4,0.0,-3,12
C=CCNc1nc(C(=O)OCC(=O)c2ccccc2)cs1,6,-3,0,-1,6,5,-1.2,-3,14
Cc1ccccc1OCCOC(=O)c1nc2nccc(C)n2n1,14,-3,15,-1,3,-16,0.4,-2,4
Cc1ccccc1/C=c1\s/c(=C\C(=O)C(C)(C)C)[nH]c1=O,9,-3,13,-8,34,2,3.3,-8,34
COc1ccccc1/C=C1/C(=O)ON=C1C,-16,-1,0,3,20,-6,-1.8,1,4
Cc1cc(C)n(-c2nc3c(c(=O)[nH]c(=O)n3C)n2CC(C)C)n1,18,0,-11,1,10,-14,0.8,-5,4
CCN(CCn1cccn1)C(=O)C1CCC(=O)N(CCN2CCOCC2)C1 (centres undefined),7,-2,8,1,0,6,-0.8,-3,-5
Nc1ccc(Nc2nc3ccccc3[nH]2)cc1,20,4,-15,7,-18,-12,1.7,1,-23
CCCc1c(C(=O)NNc2cccc(Cl)c2)cnn1-c1ccccc1,8,-3,-3,0,14,2,4.3,-9,46
CCCC1=C(C(=O)OCC)C(c2cc(Cl)cc(OC)c2OCC(=O)OCC)NC(=O)N1 (centres undefined),28,-3,11,0,21,1,-0.3,-1,19
Cc1nn(-c2ccc(N3CCOCC3)nn2)c(C)c1CCC(=O)N1CCN(C)CC1,5,-1,3,2,0,6,-0.8,-4,-7
COc1ccc(Nc2cc(=O)oc3ccccc23)cc1,5,0,-2,14*,19,-15,-0.9,-4,-4
CCOC(=O)c1ccc(-n2c(N)c(C(=O)NCc3ccco3)sc2=S)cc1,14,-2,25,2,8,16,-5.3,-8,-3
CC(NCC(O)c1ccc([N+](=O)[O-])cc1)C12CC3CC(CC(C3)C1)C2 (centres undefined),30,-2,12,6,-26,-9,7.8,-1,-85
O=c1/c(=C\c2ccc(O)cc2)sc2n1C(c1ccccc1)C(c1ccccc1)=NN=2 (centres undefined),11,-6,30,15*,12,2,-4.9,-8,21
Cc1ccc(Nc2nc(N)nc(CN3CCCCCC3)n2)c(C)c1,7,-3,14,0,3,12,-1.0,-7,21
O=C(O)c1cccc(-n2c(/C=C/c3ccc([N+](=O)[O-])cc3)nc3ccccc3c2=O)c1,5,-1,-17,1,-1,5,0.3,-1,2
COc1ccc(-n2c(C)cc(/C=N/Nc3nc(N4CCOCC4)nc(N4CCOCC4)n3)c2C)cc1,19,-1,-7,-1,12,-9,0.1,2,19
COc1ccc(NC(=O)NC(C)(C(F)(F)F)C(F)(F)F)cc1,10,-2,5,-1,-9,-9,1.0,1,-11
c1ccc(CN2CCN(C3=Nc4cccc5cccc3c45)CC2)cc1,16,-1,-1,-1,22,10,-0.9,5,14
Clc1ccc(-c2ccc(CNCc3ccccn3)o2)cc1,18,0,10,0,19,-1,1.4,-4,-1
O=C1N[C@@H](Cc2ccccc2)C(=O)N1CCN1CCOCC1,-1,4,-2,7,17,-9,-1.4,-5,-1
Brc1ccccc1C1=Nn2c(nnc2-c2ccco2)SC1,13,2,11,-1,13,13,3.4,3,17
CCOC(=O)Cn1c(=NC(=O)c2cccs2)sc2cc(C(=O)OC)ccc21,-5,0,-11,3,4,-42,1.8,3,-34
Cc1nc(N2CCOCC2)c2c(C)c(C(=O)Nc3ccccc3C(F)(F)F)sc2n1,-5,0,9,-1,7,2,0.6,-5,-5
O=C(COC(=O)C1CCN(S(=O)(=O)c2ccc3c(c2)OCCO3)CC1)NC1CCS(=O)(=O)C1 (centres undefined),9,-2,9,1,0,7,-0.8,-6,0
CCCNC(=O)C12CCC(C)(C(=O)O1)C2(C)C (centres undefined),5,-3,9,-2,-5,13,1.7,-2,11
CC1(C)CC2CC(C)(CN2CC(=O)C(C#N)c2ccccc2)C1 (centres undefined),0,-1,-3,-1,21,19,-1.3,-1,25
Nc1nnc(CC2=CCCCC2)s1,15,0,-9,1,-3,6,-1.8,-4,6
COC(=O)C1C(=O)C=C(Nc2ccc(F)cc2F)CC1c1ccc(OC)cc1 (centres undefined),9,0,16,-5,-8,11,0.4,-4,7
CCN(CC)CCCNC(=O)c1ccc(Cl)c(S(=O)(=O)Nc2ccccc2OC)c1,-3,-2,-12,2,-8,-3,-1.7,-6,11
C#CCOCCOCCOCCNc1nc(N2CCN(C(=O)[C@H](CCCCN)n3cc([C@@H](N)[C@H](C)CC)nn3)CC2)nc(N2CCN(C(=O)[C@H](CCC(=O)O)n3cc([C@@H](N)CCCCN)nn3)CC2)n1,6,-1,2,-3,14,5,-0.3,-3,15
CCCCn1c2nc3ccccc3nc2c2c(=O)n(CCC(C)C)cnc21,9,4,0,0,15,11,-0.8,-3,10
CCOc1ccc(-n2cc(C(=O)N3CCC(C)CC3)c3cc(OC)c(OC)cc3c2=O)cc1,0,2,16,-1,17,20,-4.1,10,22

# A draw from above in order of formula weight, lowest first.
SMILES,NLRP3 yeast inh,MIN6 prolif,APJ antagonist,NR3A LBD binder,tim10-1 inh,TIM10 inh,MPTP inh,APJ agonist,tim23-1 inh
COC(=O)C1C(=O)C=C(Nc2ccc(F)cc2F)CC1c1ccc(OC)cc1 (centres undefined),9,0,16,-5,-8,11,0.4,-4,7
Cc1nc(N2CCOCC2)c2c(C)c(C(=O)Nc3ccccc3C(F)(F)F)sc2n1,-5,0,9,-1,7,2,0.6,-5,-5
CCN(CC)CCCNC(=O)c1ccc(Cl)c(S(=O)(=O)Nc2ccccc2OC)c1,-3,-2,-12,2,-8,-3,-1.7,-6,11
O=C(COC(=O)C1CCN(S(=O)(=O)c2ccc3c(c2)OCCO3)CC1)NC1CCS(=O)(=O)C1 (centres undefined),9,-2,9,1,0,7,-0.8,-6,0

# Following part:
SMILES,NLRP3 yeast inh,MIN6 prolif,APJ antagonist,NR3A LBD binder,tim10-1 inh,TIM10 inh,MPTP inh,APJ agonist,tim23-1 inh
CCN(CC)S(=O)(=O)c1ccc(N2CC(C(=O)NCc3ccc4c(c3)OCO4)CC2=O)cc1 (centres undefined),4,-4,7,-1,9,10,-0.4,-1,17
CC1CCN(C(=O)Cn2cnc3c2c(=O)n(C)c(=O)n3C)c2ccccc2S1 (centres undefined),25,-1,0,-1,-1,-3,0.4,3,21
Cc1ccc(N2C(=O)CC(Sc3cccs3)C2=O)cc1 (centres undefined),32,-3,-20,0,45*,18,2.5,2,29
Cc1ccc(OCCOCCN2CCN(C)CC2)c([N+](=O)[O-])c1,10,-4,-10,-1,9,-5,0.5,-3,14
CSc1ccc(CN(C)C(=O)c2cc3ccccc3o2)cc1,1,-1,19,-1,27,0,-0.7,-3,30
O=C(NCc1cccs1)c1ccccc1,-8,-1,1,-1,6,-2,2.4,-3,10
CCOC(=O)n1c(=O)n(Cc2ccc(OC)cc2)c2ccccc21,4,2,-29,-2,50*,21,2.2,-2,49
COc1ccc(S(=O)(=O)Cc2ccc(C(=O)N3CCN(c4cc(Cl)ccc4C)CC3)o2)cc1,8,-7,-2,-6,23,12,-2.1,5,36
O=C(COC(=O)/C=C/C(=O)OCC(=O)Nc1ccccc1F)Nc1ccccc1F,11,-2,-7,0,31,20,0.8,-2,21
CC(=O)Nc1cccc(-c2nc3ccccc3[nH]2)c1,27,-3,-9,-15,-6,-5,-0.5,-1,-2
CCOc1ccc2nc(COC(=O)c3ccncc3)c(C(=O)c3ccccc3)[n+]([O-])c2c1,5,2,12,-1,4,19,1.5,-3,-1
Fc1ccc(N2CCN(c3nnnn3-c3ccccc3)CC2)cc1,9,-1,3,-1,3,3,1.4,-3,29
O=C(NCc1ccccc1)c1ccc2c(c1)C(=O)N(CC1CCCO1)C2=O (centres undefined),4,-3,9,1,4,-24,26,-4,-9
CC1(C)CC(=O)C(C=N)=C(O)C1,7,1,18,-1,-3,5,-1.1,-1,0
COc1ccccc1NC(=S)N1CCN(c2nc(-c3ccccc3)cs2)CC1,9,-6,-2,-4,47*,18,3.4,0,25
CCOc1ncccc1C(=O)OCC(=O)N1CC(=O)Nc2ccccc21,0,-1,14,-2,13,-30,0.5,-1,4
Nc1c(N(Cc2ccccc2)C(=O)CCc2ccccc2)c(=O)[nH]c(=O)n1Cc1ccccc1,2,2,3,8,-1,2,-1.1,0,0
COc1ccc(NC(=O)CSc2n[nH]c(-c3ccccn3)n2)cc1,10,-4,13,3,-11,16,1.0,-4,4
N#Cc1c(Nc2ccccc2)c(C=O)c[nH]c1=O,0,0,3,1,8,-2,0.3,-5,16
Cc1ccc(C(=O)CCC(=O)N(C)CC(=O)Nc2ccccc2Br)cc1,5,-3,-6,2,18,4,-0.4,-4,9
CCCOCC(O)CCc1n[nH]c(=S)n1-c1ccccc1 (centres undefined),13,-2,-18,-1,-10,-13,0.5,1,6
O=C(/C=C/c1cccc(Cl)c1)NCCc1ccccc1,32,0,8,-6,19,22,7.0,1,22
Cc1cc2[nH]c3ccccc3c2cn1,9,0,5,-1,1,0,-0.2,0,6
CCC(Sc1nc(-c2ccccc2)cc(=O)[nH]1)C(=O)O (centres undefined),15,0,4,-18,12,-2,-0.2,4,7
CCC(=O)Nc1nc2ccc(NC(=O)COc3ccccc3)cc2s1,13,1,-8,-8,-15,-6,0.6,0,-2
CN(C)CCC(=O)c1cccc(Br)c1,-3,-6,7,1,37,16,2.8,-2,19
CC1CCN(C(=O)CCC(=O)Nc2nnc(C3CCCCC3)s2)CC1,4,-2,4,0,6,17,0.9,-1,15
COc1ccc(C(=O)/C=C(\C)Nc2ccc(NC(C)=O)cc2)cc1,4,2,-20,-14,-25,-3,1.9,-3,11
O=C(O)c1cc([N+](=O)[O-])ccc1N1CCCCC1,13,-1,1,1,13,0,0.0,-4,8
CC1(c2ccc(Cl)cc2Cl)NC(=O)N(CC(=O)Nc2cccnc2Cl)C1=O (centres undefined),7,1,19,1,-15,-11,-1.6,2,2
O=C(O)c1cncc(C#Cc2ccccc2)c1,11,-2,6,1,21,-7,2.0,0,11
CC1=C(Cl)C2=NS(=O)(=O)CCN2C=C1Cl,9,-4,7,-1,8,1,-0.9,-5,-7
CCOc1cc(/C=N\NC(N)=O)cc(Br)c1OC(C)C,14,0,-11,-1,0,5,0.4,3,21
COc1ccc(S(=O)(=O)Nc2nc3ccccc3nc2NCc2ccc3c(c2)OCO3)cc1,-5,-2,-10,0,15,3,4.0,-1,7
Cc1ccc(N2CCN(c3ccc(NC(=O)CCC(=O)O)cc3)CC2)cc1,3,0,-18,0,2,-14,0.0,7,15
